Nrf2 ARE act = activators of Nrf2 (ARE) signaling | AREc32 ARE-luciferase reporter (MCF7-derived line), luminescence, 24 h | Potency, µM (top dose mostly 46.1 µM), inactives show top-dose activation, actives largely listed as activators | hit rate 0.31% among 410,000; further: potency means the concentration at half of the fitted maximal effect; % of control where 0% means no effect; nearly all actives have a fitted effect of over 65% in size
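AREc32 cells carrying an ARE-driven firefly luciferase reporter were seeded at 1000 cells/well in OPTI-MEM with 5% FBS, then exposed to compound for 24 hr at 37 deg C. Luminescence was read with Steady-Glo after 30 min at RT.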
A549 viability = kills or reduces viability of A549 cells in Nrf2 counter-screen | A549 ARE-Fluc cells, CellTiter-Fluor viability, 18-24 h | Potency, µM (series often up to 46 µM), for inactives: top-dose activity change, negative = cytotoxicity, usual class: inhibitors | hit rate 0.16% among 390,000; further: potency means the concentration at half of the fitted maximal effect; on the % scale 0 is the no-effect control and ±100 the full control effect
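A549 ARE_Fluc cells in 5% FBS OPTI-MEM were exposed to compounds in concentration-response for 18-24 h at 37 deg C. Viability was read by CellTiter-Fluor fluorescence (Ex 405/Em 525) after 30 min, before the luciferase read.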
EPAC2 agonist = activates human EPAC2 exchange factor; Q8WZA2; EPAC2 activation, biochemical qHTS; response scale: 100% = 6.5 mM cAMP response; Potency, µM (top dose mostly 154 µM), for inactives: at the highest dose activation, most hits filed as activators; hit rate 0.079% among 360,000; further: potency means the concentration at half of the fitted maximal effect; nearly all actives have a fitted effect of over 50% in size
Target sequence (Q8WZA2 whole entry, looked up): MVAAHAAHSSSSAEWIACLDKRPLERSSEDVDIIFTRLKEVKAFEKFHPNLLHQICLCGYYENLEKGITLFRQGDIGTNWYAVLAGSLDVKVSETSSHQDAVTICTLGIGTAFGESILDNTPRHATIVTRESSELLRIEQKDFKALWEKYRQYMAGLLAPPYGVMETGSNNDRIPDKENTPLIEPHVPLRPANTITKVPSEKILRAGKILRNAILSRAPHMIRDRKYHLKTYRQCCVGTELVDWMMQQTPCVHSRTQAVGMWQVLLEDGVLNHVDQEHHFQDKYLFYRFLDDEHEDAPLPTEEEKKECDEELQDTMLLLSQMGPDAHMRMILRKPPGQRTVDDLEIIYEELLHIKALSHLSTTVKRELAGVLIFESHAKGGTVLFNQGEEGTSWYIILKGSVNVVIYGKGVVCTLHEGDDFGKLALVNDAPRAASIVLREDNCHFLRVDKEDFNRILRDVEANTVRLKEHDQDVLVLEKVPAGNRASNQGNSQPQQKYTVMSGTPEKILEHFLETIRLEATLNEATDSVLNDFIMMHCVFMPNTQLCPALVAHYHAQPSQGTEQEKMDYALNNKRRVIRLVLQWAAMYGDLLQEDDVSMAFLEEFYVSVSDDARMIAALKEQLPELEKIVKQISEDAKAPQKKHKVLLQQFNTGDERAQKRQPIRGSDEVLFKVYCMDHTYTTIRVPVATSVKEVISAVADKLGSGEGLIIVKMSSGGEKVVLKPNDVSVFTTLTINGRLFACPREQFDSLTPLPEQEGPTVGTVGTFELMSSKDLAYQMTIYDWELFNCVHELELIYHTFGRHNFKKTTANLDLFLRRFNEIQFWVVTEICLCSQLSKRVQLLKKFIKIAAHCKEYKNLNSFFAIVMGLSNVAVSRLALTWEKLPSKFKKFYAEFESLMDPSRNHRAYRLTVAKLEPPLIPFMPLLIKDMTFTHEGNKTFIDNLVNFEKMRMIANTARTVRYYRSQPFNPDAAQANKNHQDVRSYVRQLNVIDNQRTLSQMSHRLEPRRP
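Exchange assay: 100 nM EPAC2 with 250 nM Rap1B-BODIPY-GDP and 50 uM GDP. Fluorescence (ex 480/em 540 nm) read every 5 min for 30 min at room temperature. Data normalized to 6.5 mM cAMP as agonist control.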
CCT modulator = changes cytosolic chaperonin activity. purified chaperonin ATPase assay, HTRF ADP detection, 30 min. activity change, % (concentration not given with the values), hits read low. hit rate 0.3% among 360,000. AID 651819; in the data active means activity change below about -30%; further: on the % scale 0 is the no-effect control and ±100 the full control effect
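Enzyme 40 or 20 nM (batch-dependent) in Tris pH 7.4/KCl/MgCl2/DTT; cpd 76 uM single point; ATP 10 uM; 30 min 37 °C; Transcreener ADP HTRF detection, 30 min RT; ratio 665/615.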
EPAC2 antag = EPAC2 (human) antagonism; Q8WZA2; EPAC2 GEF exchange of Rap1B-BODIPY-GDP, fluorescence; Potency, µM (titrated, usually from 114 µM), without a hit: top-dose activity, negative = inhibition, hits mostly inhibitors; hit rate 0.18% among 360,000; AID 720708; further: potency means the concentration at half of the fitted maximal effect; on the % scale 0 is the no-effect control and ±100 the full control effect; nearly all actives have a fitted effect of over 45% in size; many of its hits are not listed in these tables
Mm-Cpn inhibitor = inhibitors of Methanococcus maripaludis chaperonin (MmCpn); hit rate 0.031% among 330,000; Potency, µM (titrated, usually from 76.9 µM), inactives show top-dose activity, negative = inhibition, hits mostly inhibitors; purified Mm-Cpn ATPase, ADP Transcreener TR-FRET; further: potency means the concentration at half of the fitted maximal effect; on the % scale 0 is the no-effect control and ±100 the full control effect; nearly all actives have a fitted effect of over 80% in size
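Purified archaeal Mm-CPN (25nM final) preincubated 10 min at 37degC with compound, then 10uM ATP for 30 min at 37degC; ADP measured by HTRF Transcreener TR-FRET; buffer 30 mM TRIS pH 7.4, 100mM KCl, 5mM MgCl2, 1mM DTT.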
pAkt inh = Akt phosphorylation inhibition; Neuro2A IGF-stimulated pAkt S473 HTRF, 20 min; hits give low values; activity change, % for hits at 50 µM; hit rate 0.32% among 360,000; in the data active means activity change below about -80%; inconclusive means mostly about -51% to -80%; further: on the % scale 0 is the no-effect control and ±100 the full control effect
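Neuro2A cells in DMEM with 0.5% FBS, overnight at 37 deg C, given compound at single 50 µM final, then IGF (6 nM final) for 20 min at 37 deg C. Lysed; phospho-Akt Ser473 by HTRF after 24 h, 665/615 ratio.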
Nrf2 block = blocks Nrf2 signaling. Potency, µM (series often up to 46 µM), for the others: at the highest dose activity change, negative = inhibition, actives largely listed as inhibitors. hit rate 2.1% among 360,000. A549 ARE-Fluc reporter, luciferase luminescence, 18-24 h; further: potency means the concentration at half of the fitted maximal effect; on the % scale 0 is the no-effect control and ±100 the full control effect; nearly all actives have a fitted effect of over 60% in size
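Cells were seeded and rested 2 h, then exposed to compounds for 18-24 h. CellTiter-Fluor was read first as a viability measure. BugLite was added 15 min before the final luminescent read of ARE-luciferase activity in A549 cells.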
TGFb SMAD3 inh = TGF-b pathway inhibition. HepG2 CAGA-GFP TGF-b/SMAD3 reporter, GFP fluorescence, 18 h; TGF-beta stimulated, 500 pg/mL final. Potency, µM (doses to about 46.1 µM), for inactives: at the top dose activity, negative = inhibition, actives largely listed as inhibitors. hit rate 1.2% among 410,000; further: potency means the concentration at half of the fitted maximal effect; on the % scale 0 is the no-effect control and ±100 the full control effect; nearly all actives have a fitted effect of over 65% in size
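Using HEPG2 CAGA-GFP reporter cells at 1000 cells/well, we pinned test compounds, stimulated with recombinant TGF-beta (500 pg/mL final) and measured total well GFP after 18 h.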
* hit, by the source's call; i = inactive; ? = inconclusive; . = not tested or not shown. Unless noted, the call rests on the fitted dose curve; in most records, active means well fitted curve in the direction sought with a large enough effect; inconclusive means small, poorly fitted or top-dose-only effect, or another doubt; inactive means no such curve, though single readings can be large; an effect the other way counts as inactive or inconclusive. These rows are one share of the data; the hit share may differ from the screen's.

molecule	Nrf2 ARE act	A549 viability	EPAC2 agonist	CCT modulator	EPAC2 antag	Mm-Cpn inhibitor	pAkt inh	Nrf2 block	TGFb SMAD3 inh
CC(=O)NC(Cc1ccc(N(CCCl)CCCl)cc1)C(=O)NC(CC(C)C)C(=O)O (stereo unspecified)	-0.4%	5%	5%	0.2	7%	1%	i	-7%	-4%
Cc1cc(OCC(=O)NCc2ccncc2)c2c3c(c(=O)oc2c1)CCCC3	1.0%	-17%	4%	1.8	-6%	-3%	i	4%	17%
COC(=O)C1=C(c2cccc(OCc3ccccc3)c2)C[C@@H]2CC[C@H]1N2C(=O)NCc1ccc(F)cc1	-0.5%	-7%	18%	-1.4	5%	0%	i	?	?
CCN(CC)C(=O)c1ccc(NC(=O)C2=C(C)OCCS2)cc1	-0.9%	0%	3%	-1.2	6%	1%	i	3%	-3%
OC(Cn1c2ccccc2c2ccccc21)C[n+]1ccccc1 (stereo unspecified)	-0.7%	.	14%	-2.9	-5%	-4%	i	-14%	-15%
O=[N+]([O-])c1cc(O)c(O)c([N+](=O)[O-])c1	-0.4%	?	-20%	0.6	?	-4%	i	4%	1%
O=C(C[N+]12CCC(CC1)C(CO)C2)c1ccc([N+](=O)[O-])cc1 (stereo unspecified)	0.4%	-7%	-6%	-2.8	7%	-2%	i	5%	-12%
COC(=O)C1=C(c2ccc(-c3ccccc3)c(F)c2)C[C@@H]2CC[C@H]1N2C(=O)NC(C)C	3.1%	-6%	8%	1.2	-20%	-2%	i	?	?
O=C1NC(=O)N(c2ccccc2)C(=O)/C1=C\C=C\c1ccccc1	14%	-17%	4%	-2.0	10%	2%	i	-10%	7.1µM*
CCN(c1ccc(C)cc1C)S(=O)(=O)c1nnc(NC(=O)c2ccco2)s1	3.6%	3%	2%	-4.7	-15%	-7%	i	-3%	?
CCC(=NCCN1CCCCC1)c1c(O)n(C)c(=O)n(C)c1=O	-0.4%	-3%	-4%	1.4	4%	2%	i	9%	12%
CN(C)c1c([N+](=O)[O-])cc(N2C(=O)C=CC2=O)cc1[N+](=O)[O-]	-0.6%	?	-8%	0.4	-5%	.	i	?	2%
N#CC1=C(N)Oc2c(c(=O)oc3ccccc23)C1c1ccc(OC(=O)N2CCOCC2)cc1 (stereo unspecified)	-0.6%	-2%	-8%	-3.8	-3%	-1%	i	7%	-13%
CC(N=Cc1c(O)[nH]c(=O)[nH]c1=O)c1ccccc1 (stereo unspecified)	0.0%	-13%	3%	-0.9	0%	2%	i	0%	?
COc1cc(C=C2C(=O)NC(=O)NC2=O)cc(OC)c1OC	0.1%	-5%	4%	-3.3	-3%	-1%	i	0%	-22%
CS(=O)(=O)NNP(=O)(NNS(C)(=O)=O)NC(=O)c1ccccc1	-0.4%	1%	7%	-0.9	7%	1%	i	-26%	4%
Cc1c(C(=O)C(=O)N2CCC3(CC2)OCCO3)c2ccccc2n1C	-0.7%	-13%	-6%	0.0	10%	3%	i	-5%	15%
Cc1cc(C)cc(-n2c(O)c(C=Nc3ccc(N4CCOCC4)cc3)c(=O)[nH]c2=S)c1	0.3%	-2%	-4%	-3.9	21%	-1%	i	17%	-2%
O=C(Nc1ccccc1Cl)OC1CN2CCC1CC2 (stereo unspecified)	1.7%	1%	0%	-0.4	6%	1%	i	-26%	0%
Fc1ccc(CCNCc2ccc(Br)cc2)cc1	2.3%	9%	-4%	-1.2	1%	2%	i	24%	-28%
O=C(CN1CCN(c2ccccc2F)CC1)Nc1cccnc1Cl	-0.7%	4%	-6%	-1.6	-9%	-7%	i	3%	0%
CCOC(=O)C1C(=O)N(C)C2(C)CC1c1cc(OC)ccc1O2 (stereo unspecified)	0.1%	14%	6%	3.0	0%	1%	i	?	13%
COc1cccc(N2C(=O)NC(=O)C3(Cc4cc(C)ccc4N(C)C3)C2=O)c1 (stereo unspecified)	0.3%	-7%	6%	1.7	1%	1%	i	-6%	?
NCCc1c[nH]c2ccc(OCc3ccccc3)cc12	5.0%	0%	4%	-0.3	-6%	2%	i	-7%	-12%
CCOC(=O)C1=C(N)OC2=C(C(=O)CCC2)C12C(=O)N(CC(N)=O)c1ccccc12 (stereo unspecified)	0.0%	-6%	-14%	-2.3	-1%	-1%	i	14%	11%
C[C@H]1CN([C@@H](C)CO)C(=O)CCCn2nncc2CO[C@H]1CN(C)C(=O)Oc1cccc2ccccc12	2.5%	.	3%	0.3	6%	.	i	.	-18%

Gathered by group, those above containing nitrogen in an aromatic ring
molecule	Nrf2 ARE act	A549 viability	EPAC2 agonist	CCT modulator	EPAC2 antag	Mm-Cpn inhibitor	pAkt inh	Nrf2 block	TGFb SMAD3 inh
Cc1cc(OCC(=O)NCc2ccncc2)c2c3c(c(=O)oc2c1)CCCC3	1.0%	-17%	4%	1.8	-6%	-3%	i	4%	17%
OC(Cn1c2ccccc2c2ccccc21)C[n+]1ccccc1 (stereo unspecified)	-0.7%	.	14%	-2.9	-5%	-4%	i	-14%	-15%
CCN(c1ccc(C)cc1C)S(=O)(=O)c1nnc(NC(=O)c2ccco2)s1	3.6%	3%	2%	-4.7	-15%	-7%	i	-3%	?
CCC(=NCCN1CCCCC1)c1c(O)n(C)c(=O)n(C)c1=O	-0.4%	-3%	-4%	1.4	4%	2%	i	9%	12%
CC(N=Cc1c(O)[nH]c(=O)[nH]c1=O)c1ccccc1 (stereo unspecified)	0.0%	-13%	3%	-0.9	0%	2%	i	0%	?
Cc1c(C(=O)C(=O)N2CCC3(CC2)OCCO3)c2ccccc2n1C	-0.7%	-13%	-6%	0.0	10%	3%	i	-5%	15%
Cc1cc(C)cc(-n2c(O)c(C=Nc3ccc(N4CCOCC4)cc3)c(=O)[nH]c2=S)c1	0.3%	-2%	-4%	-3.9	21%	-1%	i	17%	-2%
O=C(CN1CCN(c2ccccc2F)CC1)Nc1cccnc1Cl	-0.7%	4%	-6%	-1.6	-9%	-7%	i	3%	0%
NCCc1c[nH]c2ccc(OCc3ccccc3)cc12	5.0%	0%	4%	-0.3	-6%	2%	i	-7%	-12%
C[C@H]1CN([C@@H](C)CO)C(=O)CCCn2nncc2CO[C@H]1CN(C)C(=O)Oc1cccc2ccccc12	2.5%	.	3%	0.3	6%	.	i	.	-18%

Bioassay records (PubChem BioAssay)
